CHRM1 antagonist = blocks human M1 muscarinic receptor | P11229 | CHO-K1 hM1, Fluo-8 calcium fluorescence, ACh EC80 antagonist | inhibition, % at 3 µM | 360,000 tested, 1.3% active | AID 588852;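 active = percent inhibition above its own plate's cutoff, namely the mean of that plate's compound wells plus 3 SD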;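 also: peak over basal fluorescence ratio during 140 s after agonist addition; 0% = ACh EC80 plus DMSO and 100% = DMSO alone without agonist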
Target sequence (P11229 whole entry, looked up): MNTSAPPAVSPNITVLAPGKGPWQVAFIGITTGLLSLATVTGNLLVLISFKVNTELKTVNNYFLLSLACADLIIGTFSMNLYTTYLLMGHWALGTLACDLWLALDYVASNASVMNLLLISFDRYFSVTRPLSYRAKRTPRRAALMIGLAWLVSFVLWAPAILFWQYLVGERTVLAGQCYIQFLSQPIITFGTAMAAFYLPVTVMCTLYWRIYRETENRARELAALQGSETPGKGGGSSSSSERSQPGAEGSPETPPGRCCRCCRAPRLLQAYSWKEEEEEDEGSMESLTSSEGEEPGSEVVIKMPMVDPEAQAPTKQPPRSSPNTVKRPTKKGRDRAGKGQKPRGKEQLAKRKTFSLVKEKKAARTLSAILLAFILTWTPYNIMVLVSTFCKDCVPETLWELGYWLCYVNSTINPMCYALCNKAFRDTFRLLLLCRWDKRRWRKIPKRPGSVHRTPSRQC
M5 PAM = potentiates acetylcholine response at human M5 receptor. P08912. CHO-K1 hM5, Fluo-8 calcium, ACh EC20 PAM; 0% = ACh EC20, 100% = ACh EC100. activation, % at 3 µM. 360,000 tested, 0.3% active. AID 624038;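 active = activation above the run cutoff, the mean activation of all test compounds plus 3 SD, cut at about 18% in these data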
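System: CHO-K1 hM5 cells. Reagent: acetylcholine, EC20 level. Compound dosing: single dose, 3 µM nominal final test concentration. Timing: Post-acetylcholine fluorescence recording 140 s. Detection: Fluo-8 calcium fluorescence. Read-out: % activation, ACh-normalized. Benchmarks: ACh EC20 and EC100 wells. Repeats: singlicate, one well per test compound.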
M4 antag = CHRM4 antagonism in calcium assay. CHO-hM4 cells, ACh EC80, Fluo-8 calcium fluorescence. inhibition, % at 3 µM. 360,000 tested, 0.73% active. P08173;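 active = inhibition above its plate's cutoff, the mean inhibition of sample wells plus 3 SD, cut at about 27% in these data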;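 also: 0% = acetylcholine EC80 with DMSO and 100% = DMSO without agonist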
M1 ag = agonists of human M1 muscarinic receptor; P11229; CHO-K1 hM1, Fluo-8 calcium fluorescence, agonist mode; 0% DMSO, 100% acetylcholine EC100; activation, % at 3 µM; 360,000 tested, 0.33% active; AID 588814;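 active = activation above the run's mean compound activation plus 3 SD, cut at about 16% in these data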;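 also: peak over basal fluorescence ratio within a 140 s kinetic read after compound addition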
TAAR1 agonist = human TAAR1 agonism; 360,000 tested, 0.99% active; activation, % at 3 µM; Q96RJ0; CHO RD-HGA16 TAAR1, Fluo-8 calcium fluorescence; vehicle wells 0%, saturating PEA agonist 100%;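 active = activation above the mean activation of all test compounds in the run plus 3 SD, cut at about 38% in these data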
Target sequence (Q96RJ0 whole entry, looked up): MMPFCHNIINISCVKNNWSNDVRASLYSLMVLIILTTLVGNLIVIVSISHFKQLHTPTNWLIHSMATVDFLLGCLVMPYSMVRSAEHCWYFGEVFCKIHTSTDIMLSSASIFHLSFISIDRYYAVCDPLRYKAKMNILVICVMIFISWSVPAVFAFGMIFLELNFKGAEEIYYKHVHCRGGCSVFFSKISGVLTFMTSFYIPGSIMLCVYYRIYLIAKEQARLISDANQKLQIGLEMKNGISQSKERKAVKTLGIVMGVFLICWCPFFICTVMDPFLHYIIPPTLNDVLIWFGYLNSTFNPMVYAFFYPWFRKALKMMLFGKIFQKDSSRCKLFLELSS
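Benchmarks: low control DMSO, high control PEA (EC100); System: CHO RD-HGA16 cells carrying human TAAR1 plus Gα16; Detection: Fluo-8 fluorescence, 5 s baseline then 140 s kinetic read; Schedule: 17-24 h plating, Fluo-8 75 min 37 °C, 30 min RT; Read-out basis: % activation from peak over basal fluorescence ratio, DMSO-to-PEA scaled.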
M4 ag = CHRM4 agonism in calcium assay | 360,000 tested, 0.14% active | P08173 | CHO-K1 hM4/Gqi5, Fluo-8 calcium fluorescence; vehicle 0%, full acetylcholine response 100% | activation, % at 3 µM;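 active = activation above the run mean over all test wells plus 3 SD, cut at about 32% in these data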;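 also: peak over basal fluorescence ratio per well then scaled between controls; 0% = DMSO wells and 100% = acetylcholine at EC100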
M1 PAM = potentiates human M1 receptor response to acetylcholine. CHO-K1 hM1, Fluo-8 calcium fluorescence, ACh EC20; 0% = ACh EC20, 100% = maximal ACh. AID 588819. activation, % at 3 µM. 360,000 tested, 0.088% active. P11229; in the data active = activation above about 19%, passing the limit was not always enough
M5 antag = blocks acetylcholine activation of human M5 receptor; 360,000 tested, 0.59% active; CHO-hM5 cells, Fluo-8 calcium fluorescence, ACh EC80; inhibition, % at 3 µM; P08912;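 active = inhibition above a per-plate cutoff, the mean of that plate's test compounds plus 3 SD, cut at about 27% in these data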;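 also: 0% = acetylcholine EC80 with DMSO and 100% = DMSO without agonist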
CHRM5 agonist = agonists of human muscarinic M5 receptor (CHRM5). P08912. CHO-K1 hM5 cells, Fluo-8 calcium fluorescence; 0% DMSO wells, 100% maximal acetylcholine response. activation, % at 3 µM. 360,000 tested, 0.19% active;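 active = activation above the run's mean over test compounds plus 3 SD, cut at about 23% in these data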;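 also: signal is peak over basal fluorescence ratio across the kinetic read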
An asterisk follows results filed as active; . = not tested or not shown. A portion of the library; count on the stated rates, not on these rows.

SMILES | CHRM1 antagonist | M5 PAM | M4 antag | M1 ag | TAAR1 agonist | M4 ag | M1 PAM | M5 antag | CHRM5 agonist
CSc1ncc(C(=O)Nc2ccc(Br)cn2)c(C)n1 | -13.1 | -2.0 | -6.1 | -2.8 | -2.2 | 1.4 | 6.5 | 1.9 | -2.7
CCCCNc1ncnc2c1cnn2Cc1ccc(Cl)cc1 | 8.6 | -5.8 | 7.0 | 8.3 | 2.8 | 14.4 | -5.8 | 8.8 | 0.7
O=C(CN(CC1CCCO1)C(=O)CNS(=O)(=O)c1ccccc1)NCc1ccco1 (stereo unspecified) | -3.5 | -3.2 | -1.8 | -3.7 | 0.9 | 0.2 | 6.3 | 9.9 | 0.4
Cc1cccc(Nc2ccncc2S(N)(=O)=O)c1 | -8.3 | -10.3 | -3.6 | -1.2 | 1.1 | 0.8 | 5.4 | 9.0 | 1.5
COc1ccccc1CC(=O)Nc1ccc2c(c1)C(=O)NC2=O | -0.4 | 0.7 | -12.8 | -6.4 | 1.4 | 3.0 | 6.2 | -10.9 | -1.8
Cc1nc(N)sc1-c1csc(Nc2cccc(O)c2)n1 | -4.7 | -5.6 | 6.6 | -2.7 | 0.1 | -0.5 | 0.5 | 16.8 | -3.2
O=C(COc1ccc(Br)cc1)Nc1ccc(C(=O)Nc2ccccc2C(=O)O)cc1 | -13.4 | 7.6 | -4.3 | 2.2 | -1.7 | 0.6 | 13.2 | -6.5 | -1.9
O=C(O)CCCNC(=O)CC1S/C(=N/N=C/c2ccccc2O)NC1=O (stereo unspecified) | 2.0 | 0.2 | 1.3 | -6.2 | 3.0 | 0.8 | 1.4 | -3.1 | 0.7
CCOc1cc(NC(=O)Nc2ccccc2)c(OCC)cc1NC(=O)CC | -14.7 | 4.7 | 0.4 | -1.6 | -1.5 | 0.1 | 9.8 | 3.7 | 1.8
CCOC(=O)c1cc(CC)sc1NC(=O)Cc1ccccc1 | 2.3 | 4.1 | 6.2 | -3.1 | 14.1 | -2.6 | -1.2 | -10.8 | 0.7
O=C(NCc1ccccn1)Nc1ccccc1 | -1.6 | 0.4 | 0.3 | -4.1 | 0.0 | 1.1 | 2.7 | 8.4 | -1.0
O=C(c1ccncc1)N1N=C(C2CCCCC2)CC1(O)C(F)(F)F (stereo unspecified) | 36.9* | 2.0 | 10.5 | -12.8 | 3.3 | 0.5 | -31.0 | -0.8 | -9.2
Cc1sc2nc(CN(Cc3ccccc3)C(=O)NC3CCCCC3)[nH]c(=O)c2c1C | 6.5 | 2.4 | 7.7 | -2.2 | 11.9 | 0.9 | 0.5 | -7.3 | 3.8
Cc1ccc(/C=C/C(=O)N2CC(=O)Nc3ccccc32)o1 | 1.2 | -0.1 | 7.4 | -5.6 | 1.1 | 0.4 | -3.2 | -1.5 | -3.5
CC(=O)Nc1ccc(NC(=O)CSc2ccc([N+](=O)[O-])cn2)cc1 | -12.8 | -0.5 | -1.5 | -1.3 | -0.7 | 1.0 | 6.9 | 9.7 | 4.3
CCn1c(SCc2nc3ccccc3[nH]2)nnc1-c1ccc(OC)cc1 | -5.0 | -0.5 | 3.5 | -2.7 | 5.1 | 6.6 | 0.7 | 0.7 | 4.7
Cc1ccc(N2CC(C(=O)NCc3cccs3)CC2=O)cc1C (stereo unspecified) | -0.6 | 5.6 | -10.9 | -5.4 | -2.4 | 2.1 | -0.3 | -8.2 | -1.9
Cc1ccc2nc(N(CCN(C)C)C(=O)c3cc(Cl)sc3Cl)sc2c1 | 31.6 | -6.3 | -0.1 | -9.6 | 2.5 | 0.9 | -21.6 | -4.3 | -5.5
C=Cc1ncc(OC)c2c1[nH]c1ccccc12 | -2.8 | 0.1 | -9.6 | -3.3 | . | 0.8 | 0.9 | 6.8 | -0.8
Cc1ccsc1C(=O)N1CCN(S(=O)(=O)c2cccc(F)c2)CC1 | 1.9 | 2.7 | 6.8 | -5.2 | 5.3 | 1.2 | -4.2 | 0.5 | 2.4
O=C(COc1ccc(S(=O)(=O)N2CCOCC2)cc1)NCCc1ccccc1 | -10.9 | 8.6 | -9.6 | -3.1 | 1.8 | 2.1 | 10.0 | -0.1 | 0.1
COc1ccccc1-c1cc(C(=O)Nc2ccccc2SC)no1 | -18.0 | -3.4 | -0.4 | -4.3 | 1.6 | 0.2 | 8.7 | 2.2 | -0.3
O=C(c1cc2ccccc2o1)N1CCN(C/C=C/c2ccccc2)CC1 | -10.1 | -4.4 | 0.9 | -1.9 | 2.0 | 5.1 | 5.7 | 5.7 | -2.7
Cc1ccc(CNC(=O)C2CC3Cn4c(nc5ccccc54)C3N2C)o1 (stereo unspecified) | -3.8 | 3.4 | 1.5 | -5.1 | 0.1 | 1.1 | 1.0 | -0.3 | 3.5
O=C(O)CSCC(=O)Nc1ccc(-c2nc3ccccc3s2)cc1 | -14.9 | -0.9 | 5.2 | 2.5 | 7.0 | -0.9 | 8.1 | 6.5 | 2.6
NS(=O)(=O)c1ccc(NN=C2CCCCC2)c([N+](=O)[O-])c1 | -5.5 | 2.0 | 2.7 | -5.9 | 1.7 | -1.1 | 7.3 | -7.7 | -1.8
CCn1nc(C(=O)NNC(=O)COc2ccccc2C)c2ccccc2c1=O | -7.9 | 3.0 | -9.1 | -1.9 | 0.2 | -0.2 | 10.6 | -6.3 | 2.8
CCOC(=O)c1cnc2ccc(OCC)cc2c1NCc1cccnc1 | 11.4 | 6.0 | 3.3 | -12.0 | 1.1 | 1.2 | -5.6 | -1.6 | -1.4
O=C(/C=C/c1ccc2c(c1)OCO2)Nc1nc2ccccc2s1 | -1.8 | 2.7 | 1.8 | -2.3 | 2.5 | 0.5 | 6.2 | 0.2 | -0.7
COC(=O)c1cccc(OCCCN2CCC(C(O)(c3ccccc3)c3ccccc3)CC2)c1 | . | -15.7 | 12.8 | . | 22.6 | 15.7 | . | 3.8 | -2.3
O=C(Cn1cnc2ccccc2c1=O)N1CCN(Cc2ccc3c(c2)OCO3)CC1 | 1.0 | 0.7 | 7.3 | -1.9 | 14.0 | 1.8 | 1.9 | 2.7 | -0.1
O=C(COC(=O)c1cnccn1)N=c1sccn1Cc1ccccc1Cl | -7.6 | -0.1 | -1.4 | 0.6 | -0.1 | 0.6 | 5.8 | 1.1 | 0.6
Cc1ccc(NC(=O)COc2ccc(Br)cc2CO)cc1 | 0.2 | 0.6 | -1.5 | -6.6 | 7.0 | 6.0 | -6.6 | -7.1 | 0.1
COCCNc1ccc(-c2n[nH]c(=O)c3ccccc23)cc1[N+](=O)[O-] | -9.6 | 1.8 | -21.0 | -4.5 | -1.5 | 1.0 | 8.8 | 2.9 | -2.6
COc1ccc(S(=O)(=O)n2nc(OC(=O)c3ccccc3Br)cc2N)cc1 | -1.9 | 2.6 | -7.4 | -5.2 | 97.1* | 0.3 | 1.8 | 4.1 | -8.5
COC(=O)c1c(-c2ccccc2)csc1NC1=NS(=O)(=O)c2ccccc21 | 0.0 | 4.4 | -2.0 | -2.0 | 2.4 | 0.7 | 10.2 | -1.9 | 0.9
CC1CCCCC1N=CC1=C(O)CC(C)(C)CC1=O (stereo unspecified) | -7.1 | 1.7 | -6.1 | -8.5 | -1.6 | 1.9 | 0.0 | -7.5 | 1.9
Nc1cc(S(=O)(=O)C(F)(F)F)ccc1C(=O)O | 0.8 | -0.5 | -5.7 | 0.3 | 9.1 | 1.2 | 5.6 | 5.7 | 2.0
CSc1cnn(-c2ccccc2)c(=O)c1SC | 13.7 | 5.5 | 2.6 | -1.2 | -1.1 | 0.3 | -1.2 | -6.5 | 1.6
O=C(/C=C/c1ccco1)NCC1CCCO1 (stereo unspecified) | -0.5 | -1.2 | 8.6 | -3.3 | -0.6 | 0.9 | 1.4 | 2.7 | 0.5
COc1ccccc1C(=O)C1CCCN(C(=O)c2cccc(-n3cccn3)c2)C1 (stereo unspecified) | -3.7 | 6.5 | 7.9 | -2.2 | 0.5 | 2.6 | 2.9 | -1.6 | 0.5
CC(C)c1ccc(NC(=O)C2(C)Cc3c(-c4ccc(C(N)=O)cc4)ccnc3O2)cc1 (stereo unspecified) | -14.5 | 0.9 | -16.6 | -2.4 | 6.8 | 2.3 | 9.1 | -6.8 | -0.6
CC(C)(C)NC(=O)C(c1cccs1)N(CC1CCCO1)C(=O)c1ccc(-c2ccccc2)[nH]1 (stereo unspecified) | -10.3 | 6.4 | -1.1 | -7.4 | -0.2 | -1.9 | 9.0 | -10.5 | -6.9
CCN1CCN(C(=O)C2CCN(Cc3cc(Cl)ccc3O)CC2)CC1 | 7.8 | 6.0 | -9.6 | -7.7 | 2.0 | 2.0 | -4.1 | -7.7 | -1.1
COCCNC(=O)c1ccccc1NC(=O)Cc1ccccc1 | -4.5 | 2.1 | -4.8 | -0.8 | 4.4 | 2.6 | 9.3 | -0.8 | 0.0
CC1(C)CC(=O)c2cnc(NC(=O)Cc3ccc(Cl)cc3)nc2C1 | -6.9 | 2.0 | 10.6 | -4.3 | 5.7 | 1.2 | 5.5 | -5.8 | -2.2
COc1ccc(/C(N)=N/OC(=O)Oc2ccccc2)cc1OC | 0.6 | 7.3 | 0.9 | -1.7 | 0.0 | 0.3 | 8.7 | -14.7 | -1.0
O=C(CCCN1C(=O)/C(=C\c2cccs2)SC1=S)Nc1cccnc1 | -19.4 | -0.7 | -4.5 | -4.5 | 4.1 | 1.7 | 15.4 | 0.6 | -1.1
O=C(NCC1CCCCC1)c1cccnc1Cl | 2.9 | 3.8 | 9.5 | -4.8 | 1.6 | 0.6 | -0.5 | 2.4 | 0.5
O=C(CN1C2CCCC1CC(NC(=O)c1ccco1)C2)Nc1ccccc1C(F)(F)F (stereo unspecified) | -7.2 | 6.1 | -9.8 | -3.3 | 3.6 | 1.2 | 6.4 | 5.7 | -8.9
Cc1ccc(NC(=O)Cn2nnc(C(=O)NCc3ccc(Cl)cc3)c2N)cc1F | -5.9 | 5.8 | 1.2 | -1.9 | 2.0 | 0.6 | 8.7 | -3.9 | -3.0
Cc1nnc(SCC(=O)N(C(C)C)C(C)C)nc1C | -13.8 | -3.9 | -4.7 | -4.1 | 5.8 | 1.1 | 10.8 | 3.5 | -0.9
O=S(=O)(N1CCOCC1)N1CCN(c2ccc(F)cc2)CC1 | -4.6 | 0.1 | 6.8 | -2.7 | 1.5 | 2.9 | -0.6 | -3.0 | 1.9

A few values from the list.
CC(C)c1ccc(NC(=O)C2(C)Cc3c(-c4ccc(C(N)=O)cc4)ccnc3O2)cc1 (stereo unspecified) – M4 ag = 2.3
O=S(=O)(N1CCOCC1)N1CCN(c2ccc(F)cc2)CC1 – M5 PAM = 0.1
O=C(CCCN1C(=O)/C(=C\c2cccs2)SC1=S)Nc1cccnc1 – CHRM1 antagonist = -19.4

Another view of some results above:
mol	CHRM1 antagonist	M5 PAM	M4 antag	M1 ag	TAAR1 agonist	M4 ag	M1 PAM	M5 antag	CHRM5 agonist
COCCNC(=O)c1ccccc1NC(=O)Cc1ccccc1	-4.5	2.1	-4.8	-0.8	4.4	2.6	9.3	-0.8	0.0
CC1(C)CC(=O)c2cnc(NC(=O)Cc3ccc(Cl)cc3)nc2C1	-6.9	2.0	10.6	-4.3	5.7	1.2	5.5	-5.8	-2.2

Bioassay records (PubChem BioAssay)
